Diaph inh CS = diaphorase inhibitors and chemical oxidizers, primary screen, counter-screen for diaphorase-coupled primary assays, biochemical, uHTS, resorufin fluorescence; inhibition, % at 20 µM; AID 1217, 2008; diaphorase resazurin-to-resorufin fluorescence, NADH, 16 min; bacterial (C. kluyveri) enzyme, not human; 190,000 compounds, 0.69% hits;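 active means primary screen inhibition at 20 µM above a set limit, cut at about 50% in these data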;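 further: plate controls were DMSO with full reaction for no effect and wells lacking NADH for full effect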
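Test system: Clostridium kluyveri diaphorase enzyme / Quantity: diaphorase at 0.14 U/mL in enzyme working solution / Incubation: 16-min room-temperature incubation before reading / Benchmarks: NADH-free wells as positive control, DMSO-only neutral wells / Signal: resorufin fluorescence 544/590 nm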
STAT1 act = STAT1 signaling activators, primary screen, cell-based, HTS, luciferase reporter | NIH 3T3 STAT1-luciferase reporter, IFN-gamma, luminescence; 100% = IFN-gamma alone, no compound | activation (% of control), % at 5.5 µM | 200,000 compounds, 2.6% hits | AID 932, 2007;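 active means activation above the screen-wide mean activation plus 3 SD, cut at about 130% in these data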;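 further: raw ratio to IFN-gamma control signal so 100% means no change and 0% no light; values of inactives mirror those of a sister screen read the other way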
STAT3 act = IL-6 driven STAT3 reporter potentiators, primary screen, U3A cells, luciferase, luminescence, MLSCN library. AID 871, 2007. IL-6 STAT3-luciferase reporter; 100% = signal with IL-6 EC80 alone. 190,000 compounds, 0.91% hits. activation (% of control), % at 5.6 µM;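 active means activation above the screen-wide mean of compound activation plus 3 SD, cut at about 130% in these data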;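 further: 0% = background luminescence of wells with medium and substrate only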
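Test system: human U3A cells carrying STAT3-luciferase construct; control set: IL-6-only wells as 100% reference; timing: compound pre-incubation 1 h before IL-6, then 6 h stimulation at 37 °C; also added: IL-6 stimulus at 33 ng/mL final; evaluation: % activation versus median of IL-6-stimulated wells; detection: reporter luminescence signal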
STAT1 blocker = STAT1 signaling inhibitors, primary screen, cell-based, HTS, luciferase reporter. 200,000 compounds, 0.35% hits. NIH 3T3 STAT1-luciferase reporter, IFN-gamma, luminescence. inhibition, % at 5.5 µM. AID 920, 2007;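 active means inhibition above a set limit, the mean inhibition across all tested compounds plus 3 SD, cut at about 34% in these data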;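 further: 0% = IFN-gamma with DMSO and 100% = IFN-gamma with 300 µM nifuroxazide; values of inactives mirror those of a sister screen read the other way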
G6PDH counter = L. mesenteroides G6PDH inhibitors, counter-screen for G6PDH-coupled screening assays, biochemical, Leuconostoc mesenteroides enzyme | glucose-6-phosphate dehydrogenase [Leuconostoc mesenteroides] | Purified L. mesenteroides G6PDH, diaphorase/resazurin coupled fluorescence, 45 min | inhibition, % at 5 µM | 200,000 compounds, 0.12% hits; in the data active means inhibition above about 50%
TLR4-MyD88 BLA = inhibitors of TLR4-MyD88 association in cells, primary screen, cell-based, HeLa CL3-4, BLA complementation, FRET ratio | 200,000 compounds, 0.18% hits | AID 861, 2007 | inhibition, % at 8.4 µM | Toll-like receptor 4 (Homo sapiens) + Myeloid differentiation primary response protein … | HeLa CL3-4 TLR4/MyD88 BLA complementation; in the data active means inhibition above about 25%;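 further: 0% = vehicle and 100% = reference inhibitor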
Target sequence (O00206 whole entry, looked up): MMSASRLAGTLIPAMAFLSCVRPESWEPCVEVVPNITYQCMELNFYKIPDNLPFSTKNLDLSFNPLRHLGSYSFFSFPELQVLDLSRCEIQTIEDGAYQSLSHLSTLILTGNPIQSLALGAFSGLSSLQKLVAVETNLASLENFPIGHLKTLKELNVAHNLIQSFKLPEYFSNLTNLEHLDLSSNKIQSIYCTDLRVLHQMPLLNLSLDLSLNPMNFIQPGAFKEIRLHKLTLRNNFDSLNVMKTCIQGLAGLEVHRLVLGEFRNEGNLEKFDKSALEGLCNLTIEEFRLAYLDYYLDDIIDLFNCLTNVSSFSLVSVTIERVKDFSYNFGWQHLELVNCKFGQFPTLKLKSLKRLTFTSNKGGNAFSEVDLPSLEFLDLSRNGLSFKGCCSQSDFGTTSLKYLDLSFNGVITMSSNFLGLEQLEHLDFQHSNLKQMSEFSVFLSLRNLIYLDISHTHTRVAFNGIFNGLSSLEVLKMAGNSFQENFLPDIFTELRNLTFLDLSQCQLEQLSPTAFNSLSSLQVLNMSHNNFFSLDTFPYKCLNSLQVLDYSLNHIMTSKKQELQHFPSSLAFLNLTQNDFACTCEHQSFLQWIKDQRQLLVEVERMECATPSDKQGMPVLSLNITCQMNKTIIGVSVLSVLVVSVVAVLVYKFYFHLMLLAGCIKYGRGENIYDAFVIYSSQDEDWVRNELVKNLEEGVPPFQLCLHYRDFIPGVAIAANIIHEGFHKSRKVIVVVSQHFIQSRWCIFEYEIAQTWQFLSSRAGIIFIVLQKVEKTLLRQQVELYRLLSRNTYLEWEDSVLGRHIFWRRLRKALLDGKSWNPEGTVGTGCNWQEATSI
Target sequence (Q99836 whole entry, looked up): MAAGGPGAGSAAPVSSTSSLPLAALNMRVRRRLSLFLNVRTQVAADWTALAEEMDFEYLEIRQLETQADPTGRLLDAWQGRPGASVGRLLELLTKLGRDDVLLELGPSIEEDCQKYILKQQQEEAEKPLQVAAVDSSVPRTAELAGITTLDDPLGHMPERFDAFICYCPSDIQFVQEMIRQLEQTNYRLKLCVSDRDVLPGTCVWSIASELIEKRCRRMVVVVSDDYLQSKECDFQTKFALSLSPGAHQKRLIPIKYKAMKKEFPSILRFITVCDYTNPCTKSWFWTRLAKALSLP
Diaphorase act = compounds boosting diaphorase resazurin reduction – biochemical, uHTS, resorufin fluorescence, counter-screen for diaphorase-coupled primary assays, primary screen | Diaphorase/resazurin coupled assay, 16 min; active compounds read high; 1 = vehicle wells, 0 = NADH-free wells | activation factor at 20 µM | 190,000 compounds, 0.005% hits;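 active means diaphorase activity raised at least twofold by the compound at 20 µM; inactive means activation factor below 2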
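Measured by – red resorufin fluorescence at 544/590 nm excitation/emission · Test system – Clostridium kluyveri diaphorase, purified enzyme · Incubation – reaction time 16 min, room temperature · Buffer or medium – 50 mM HEPES pH 7.4 with 4.542 mM MgCl2, 0.005% Tween 20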
APP 5UTR inh = inhibitors of APP translation via 5'UTR reporter, primary screen, APP 5'UTR luciferase, SH-SY5Y cells; 190,000 compounds, 0.82% hits; SH-SY5Y APP 5'UTR-luciferase reporter, luminescence; inhibition, % at 2 µM; AID 1285, 2008;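 active means inhibition above a set limit, derived from the sample mean plus 3 SD, cut at about 45% in these data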; further: values of inactives mirror those of a sister screen read the other way
STAT3 blocker = IL-6 driven STAT3 reporter inhibitors, primary screen, U3A cells, luciferase, luminescence, MLSCN library; 190,000 compounds, 0.89% hits; inhibition, % at 5.5 µM; IL-6 STAT3-luciferase reporter; host cell line lacks STAT1;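 active means inhibition above the mean inhibition across all screened compounds plus 3 SD, cut at about 44% in these data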;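 further: 0% = DMSO only wells and 100% = 100 µM nifuroxazide control wells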
Hsp70 act = Hsp70 transcriptional activators, primary screen, cell-based, HeLa, Hsp70 promoter luciferase, luminescence, 10 µM. 200,000 compounds, 0.04% hits. activation, % at 10 µM. HeLa Hsp70 promoter luciferase reporter; scaled: vehicle 0, proteasome-inhibitor control 100%;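 active means activation above the mean across all tested compounds plus 3 SD, cutoff set per campaign, cut at about 5.5% in these data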;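 further: 100% = MG132 at 30 µM as the positive control and 0% = DMSO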
Numbers without * were called inactive; . = not tested or not shown.

Results follow in this order: Diaph inh CS	STAT1 act	STAT3 act	STAT1 blocker	G6PDH counter	TLR4-MyD88 BLA	Diaphorase act	APP 5UTR inh	STAT3 blocker	Hsp70 act
COCCNC(=O)c1cnn2c(C(F)(F)F)cc(-c3ccc(C)cc3)nc12
  22	101	94	-3	12	5	0.8	-1	12	-0.2
COc1ccc(NC(=O)CC(=O)Nc2ccc(OC)cc2OC)c(OC)c1
  20	93	108	8	-14	3	0.8	7	-5	-0.2
Cc1cc(C(=O)COC(=O)c2cccnc2Cl)c(C)n1-c1c(C)n(C)n(-c2ccccc2)c1=O
  5	92	93	8	3	-4	1	7	13	-0.2
CC(C)CNC(=O)COC(=O)c1cc(S(=O)(=O)N(C)C)ccc1N1CCCC1
  10	95	99	4	21	-1	0.9	12	8	0.2
CCc1ccc(S(=O)(=O)NCc2csc(-c3ccccc3)n2)s1
  21	105	100	-6	-6	0	0.8	2	3	-0.3
CCOc1ccc(N(CC(=O)NC(C)(C)C)S(=O)(=O)c2c(C)noc2C)cc1
  21	90	97	11	14	-5	0.8	-10	9	-0.6
COc1ccc(CNC(=O)CCCc2ccccc2)cc1
  -3	96	107	5	13	-4	1	4	-3	0.0
COCCCNC(=O)c1cc2c(s1)CS(=O)(=O)C2
  3	99	100	1	17	-5	1	13	7	-0.2
COc1ccc(NC(=O)C(CC(C)C)NC(=O)c2ccccc2C)cn1 (centres undefined)
  23	103	99	-3	6	2	0.8	-6	10	0.8
CCOC(=O)c1cccc(NC(=O)CCc2ccccc2)c1
  21	99	101	0	5	4	0.8	2	6	0.0
CCc1nnc2n1N=C(c1ccc(OC)cc1)CS2
  10	99	94	1	0	2	0.9	-4	10	-0.2
O=C(CCCn1cnc([N+](=O)[O-])n1)Nc1cccc(O)c1
  0	98	101	4	4	-7	1	4	3	0.7
C=C(C)Cn1c(CCCNC(=O)C(C)(C)C)nc2ccccc21
  -5	106	101	-6	2	10	1	0	5	-0.3
CC(C)(C)C1(C)OC(=O)C(=Cc2ccc(OCC(=O)Nc3ccccc3)cc2)C(=O)O1 (centres undefined)
  5	107	101	-8	0	1	1	-17	3	0.1
CCOC(=O)/C(C(N)=NCCO)=C(/O)c1ccccc1
  8	99	101	-2	-4	-8	0.9	4	-1	0.0
COc1ccc(CN(C(=O)CSc2nnc(-c3ccccc3C)o2)c2ccc(F)cc2)cc1
  4	98	94	3	3	-3	1	4	9	-0.3
CCN(CC)S(=O)(=O)c1ccc(N2CCOCC2)c(NC(=O)c2cc(=O)[nH]c3ccccc23)c1
  6	91	90	9	-2	0	0.9	-10	14	-0.3
CCOC(=O)c1cc(-c2ccccc2)sc1NC(=O)C(C)N1C(=O)c2ccccc2C1=O (centres undefined)
  14	104	98	-5	4	7	0.9	10	4	-0.3
Cc1cc(-n2ccnc2)n2c(nc3ccccc32)c1C#N
  17	97	102	4	1	-4	0.8	20	4	-0.2
O=C(CSc1nnc(CNC(=O)c2cccs2)o1)NC1CCCCC1
  12	96	97	2	16	6	0.9	7	3	-0.2
O=C(CSc1nc(-c2ccc(F)cc2)cs1)N1CCc2ccccc21
  11	104	82	-4	2	-4	0.9	10	23	-0.5
CN(Cc1ccccc1)C(=O)COc1ccc(-c2nnco2)cc1
  -3	105	101	-3	6	-7	1	23	-3	-0.1
CC(C)NS(=O)(=O)c1ccc(OCC(=O)NCc2cccnc2)cc1
  5	101	100	0	2	-19	0.9	-8	1	-0.1
O=C(Nc1nc(N2C(=O)c3ccccc3C2=O)n(-c2ccccc2)n1)c1ccccc1
  22	96	101	5	0	-2	0.8	6	7	-0.1
Cc1cc(NC(=S)N(Cc2ccc(Br)cc2)Cc2ccc(C(=O)O)cc2)ccc1Cl
  20	103	98	-4	6	-14	0.8	15	13	-0.2
O=C(CCn1nnc2ccccc21)Nc1nnc(Cc2ccccc2)s1
  8	98	97	2	-9	-1	0.9	-18	6	0.1
CC(C)=C1C(=O)NN(c2cccc(Cl)c2)C1=O
  19	106	105	-7	20	12	0.8	-20	-7	-0.1
CC(C)Sc1nc2ccc(N3C(=O)C4CCCCC4C3=O)cc2s1 (centres undefined)
  17	106	116	-4	15	4	0.8	-1	-23	-0.2
CCCn1c(=N)c(C#N)cc2c(=O)n3cccc(C)c3nc21
  .	106	94	-6	8	7	.	-7	13	-0.1
CC(=O)Nc1ccc(C(=O)N/N=C/c2ccc(F)cc2)cc1
  3	109	90	-11	1	-8	1	-17	13	0.0
CCOc1ccc(S(=O)(=O)N(C)c2ccc(OCC(=O)NCc3ccc(C(=O)OC)cc3)cc2)cc1
  16	96	109	3	1	12	0.8	4	-6	-0.1
Cc1ccc(-c2nnn(CC(=O)NCCC3=CCCCC3)n2)cc1
  -9	97	125	3	8	3	1.1	-5	-29	-0.4
CC(C)CC(=O)Nc1cccc(-c2csc(-c3ccccc3)n2)c1
  -3	97	81	2	-26	-5	1	-11	29	-0.1
CCOC(=O)c1cc(OC(=O)c2cccs2)n(-c2ccccc2)n1
  7	100	106	0	1	7	0.9	-18	-4	-0.5
Cc1ccc(S(=O)(=O)Nc2cc(Cl)c(O)cc2C)cc1
  22	98	91	2	3	4	0.8	2	14	-0.5
CCOc1cc(N2CCOCC2)c(OCC)cc1NC(=O)COc1ncnc2ccc(Br)cc12
  11	97	117	3	-2	3	0.9	-27	-16	-0.4
Cc1nnc(SCC(=O)Nc2ccc3c(c2)OCO3)n(N)c1=O
  4	101	104	-3	9	-16	1	6	2	0.0
COc1ccc2[nH]c(=O)c(CN(Cc3cccs3)C(=S)Nc3cccc(C)c3)cc2c1
  4	91	96	10	-7	-12	1	13	2	-0.1
CCOC(=O)C1(CC2CCCCO2)CCN(C(=O)Nc2ccc(C(=O)OC)cc2)CC1 (centres undefined)
  18	107	104	-9	4	5	0.8	-6	-2	0.0
CC(C)N1C(=O)CCC1C(=O)NCc1cccs1 (centres undefined)
  -10	104	101	-6	6	7	1.1	-15	5	-0.4

One compound at a time, as listed above:
Shown for CCOc1ccc(S(=O)(=O)N(C)c2ccc(OCC(=O)NCc3ccc(C(=O)OC)cc3)cc2)cc1 = Diaph inh CS: 16; STAT1 act: 96; STAT3 act: 109; STAT1 blocker: 3; G6PDH counter: 1; TLR4-MyD88 BLA: 12; Diaphorase act: 0.8; APP 5UTR inh: 4; STAT3 blocker: -6; Hsp70 act: -0.1
Shown for CC(C)CC(=O)Nc1cccc(-c2csc(-c3ccccc3)n2)c1 = Diaph inh CS: -3; STAT1 act: 97; STAT3 act: 81; STAT1 blocker: 2; G6PDH counter: -26; TLR4-MyD88 BLA: -5; Diaphorase act: 1; APP 5UTR inh: -11; STAT3 blocker: 29; Hsp70 act: -0.1

The list goes on.
Results follow in this order: Diaph inh CS	STAT1 act	STAT3 act	STAT1 blocker	G6PDH counter	TLR4-MyD88 BLA	Diaphorase act	APP 5UTR inh	STAT3 blocker	Hsp70 act
CCOC(=O)c1cnn(-c2sc(C(=O)OCC)c(C)c2C(=O)OCC)c1N
  .	100	92	0	.	16	.	12	13	-0.3
CCCCNc1ccc(C(=O)Nc2cccc(C)n2)cc1[N+](=O)[O-]
  26	107	96	-14	-28	16	0.7	-3	13	-0.3
CNS(=O)(=O)c1cccc(C(=O)OCC(=O)c2cc(C)n(-c3ccc4c(c3)OCO4)c2C)c1
  27	100	100	0	1	-9	0.7	5	-2	-0.5
CCC(=O)Nc1cccc(Oc2nc(C)cc(C)c2C#N)c1
  10	89	86	12	0	2	0.9	1	25	0.0
O=C(CCC1CCCN(C(=O)C2=CCCCC2)C1)N1CCN(c2ccccn2)CC1 (centres undefined)
  10	90	96	9	8	-14	0.9	-1	10	-0.3
O=C(COc1cccnc1[N+](=O)[O-])NCc1cccs1
  5	101	104	-1	1	-3	1	17	-3	-0.2
Cc1ccc(N=C(N(C)C)P(=O)(N(C)C)N(C)C)c(C)c1
  2	101	106	-3	10	5	1	-2	-5	0.0
CC(=O)c1cc2c(cc1NC(=O)Nc1cccc(Cl)c1)OCCO2
  22	106	96	-6	-29	-1	0.8	-4	5	-0.6
O=C(Cc1ccccc1)Nc1ccc(CN2CCOCC2)cc1
  -12	113	97	-16	23	3	1.1	-32	7	0.5
O=S(=O)(Cc1ccccc1)N1CCCC1
  21	103	96	-3	9	10	0.8	0	9	-0.1
CCn1c(SCC(=O)NCCOC)nc2sc(C)c(C)c2c1=O
  -4	95	113	5	15	3	1	-2	-10	-0.5
Cc1ccc(CNc2ncnc(N)c2[N+](=O)[O-])cc1
  -8	99	92	0	-7	-1	1.1	-3	16	0.0
O=C(CNC(=O)c1ccc(Cl)cc1)OC1CCOC1=O (centres undefined)
  1	109	104	-10	-4	2	1	-20	3	-0.2
COCCCNC(=S)N1CCN(C(=O)c2ccco2)CC1
  3	91	101	10	0	0	1	1	2	0.0
CC1(C)CC(=O)C=C(N2CCNCC2)C1
  4	105	101	-5	4	1	1	-2	3	0.0
COc1ccc(OC)c(S(=O)(=O)Nc2ccc(Oc3ccccc3)cc2)c1
  19	94	84	6	-3	2	0.8	7	23	-0.3
CSCCOC(=O)c1[nH]c2c(c1C)C(=O)CC(c1ccco1)C2 (centres undefined)
  11	100	106	1	-9	-6	0.9	95*	-8	0.0
O=C1S/C(=C\c2ccc(O)c([N+](=O)[O-])c2)C(=O)N1Cc1cccc([N+](=O)[O-])c1
  39	103	99	-5	9	7	0.6	-3	5	-0.2
Cc1nc(N2CCC(C)CC2)c2nnn(Cc3ccccc3)c2n1
  -6	102	107	-2	7	-9	1.1	5	-7	-0.1
CNc1nnc(-c2ccc(N(C)C)cc2)s1
  1	87	57	15	-2	-4	1	-115	53*	-0.5
CCCCn1c2c(c(=O)n(C)c1=O)C(c1ccc(OC)cc1)N1CCCCCC1=N2 (centres undefined)
  26	94	110	7	8	-5	0.7	-1	-6	-0.4
Cc1ccc(-c2nnn(CC(=O)N(CCO)C(C(=O)NC3CCCCC3)c3ccncc3)n2)o1 (centres undefined)
  9	95	101	3	-3	-10	0.9	-9	1	-0.1
CCOC(=O)c1cc(-c2ccc(OC)cc2F)nc2c1c(C)nn2CCC#N
  21	96	91	5	0	-7	0.8	-4	14	-0.2
O=C(c1cc(-c2cccs2)on1)N1CCN(c2ccc(F)cc2)CC1
  24	101	94	-1	6	2	0.8	1	11	-0.4
